# Assay outcomes deposited in PubChem by several laboratories.
# proCasp3 act: procaspase-3 (human) activation; P42574; recombinant procaspase-3 D3A, Ac-DEVD-pNA absorbance 405 nm; activation, % at 8.5 µM; 330,000 compounds, 0.11% hits;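 active = activation above the mean of all tested compounds plus 3 SD, cut at about 21% in these data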;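 note: 0% = DMSO alone and 100% = DMSO wells spiked with extra 5 µM PC-3 D3A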
#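 material = Procaspase-3 D3A mutant | probe or stimulus = Ac-DEVD-pNA | compound = single dose, 8.5 µM nominal compound, 0.8% DMSO | timing = 1 h preincubation, 2 h reaction | measured by = 405 nm absorbance of p-nitroaniline, reads at 0 and 120 min | benchmarks = DMSO-only low control, 5 µM PC-3 D3A high control | repeats = singlicate, each compound tested once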
# MEP2-GFP yeast: modulators of TOR pathway MEP2-GFP in S. cerevisiae. S. cerevisiae MEP2-GFP strain, flow cytometry GFP, 3 h; 100% = DMSO control level. GFP response vs DMSO, % at 10 µM. 330,000 compounds, 0.51% hits;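 active = GFP response versus DMSO above a set limit, roughly screen mean plus 3 SD, cut at about 180% in these data; inconclusive = fewer than 70 cells counted for a yeast strain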;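 note: median GFP fluorescence of the barcode-gated MEP2-GFP cells per well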
# AHR act: human AHR activation; P35869; AHR-responsive luciferase reporter cells, luminescence; activation, % at 5 µM; 320,000 compounds, 2.5% hits; AID 2796; in the data active = activation above about 47%;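 note: 0% = vehicle wells and 100% = reference agonist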
# Target sequence (P35869 whole entry, looked up): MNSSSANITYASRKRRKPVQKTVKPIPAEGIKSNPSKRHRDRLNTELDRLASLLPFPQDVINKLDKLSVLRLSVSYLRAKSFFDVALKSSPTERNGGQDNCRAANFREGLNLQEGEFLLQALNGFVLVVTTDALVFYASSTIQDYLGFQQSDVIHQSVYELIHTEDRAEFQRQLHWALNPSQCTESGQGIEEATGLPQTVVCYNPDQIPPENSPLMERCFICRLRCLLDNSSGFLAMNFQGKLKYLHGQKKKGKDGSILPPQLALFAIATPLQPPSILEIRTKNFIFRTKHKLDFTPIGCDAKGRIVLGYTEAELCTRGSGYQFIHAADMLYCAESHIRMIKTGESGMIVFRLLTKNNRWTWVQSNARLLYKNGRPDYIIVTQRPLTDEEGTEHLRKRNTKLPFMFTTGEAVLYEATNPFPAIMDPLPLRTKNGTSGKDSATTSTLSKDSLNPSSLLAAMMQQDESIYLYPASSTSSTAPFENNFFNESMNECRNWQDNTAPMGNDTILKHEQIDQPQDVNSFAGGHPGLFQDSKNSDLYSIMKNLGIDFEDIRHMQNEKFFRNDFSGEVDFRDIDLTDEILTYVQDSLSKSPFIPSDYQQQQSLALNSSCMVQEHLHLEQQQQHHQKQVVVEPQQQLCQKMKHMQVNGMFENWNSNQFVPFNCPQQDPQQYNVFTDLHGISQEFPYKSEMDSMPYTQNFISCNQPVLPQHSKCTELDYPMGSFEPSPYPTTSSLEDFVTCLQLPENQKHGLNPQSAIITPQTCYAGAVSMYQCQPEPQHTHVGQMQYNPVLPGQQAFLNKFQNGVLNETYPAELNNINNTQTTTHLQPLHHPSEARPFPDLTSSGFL
# GASC-1 inh: inhibitors of human GASC-1 (JMJD2C) demethylase. Q9H3R0. GST-JMJD2C(1-420) H3K9me3 demethylation, DELFIA europium. inhibition, % at 2.35 µM. 330,000 compounds, 0.069% hits. AID 2099;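 active = more than half of a compound's replicate wells show inhibition beyond 50%, single wells judged on their own value; inconclusive = some, but no more than half, of replicates pass 50% inhibition; inactive = no replicate passes 50% inhibition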;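 note: signal counts dimethyl H3K9 product captured on neutravidin plate; 0% = median of DMSO wells and 100% = 0.3 times that DMSO median; strong numbers were not always called active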
# procasp7 counter: activates human procaspase-7, counter-screen for procaspase-3 activators; P55210; recombinant procaspase-7, Ac-DEVD-pNA absorbance 405 nm; D23A/D198A/D206A triple mutant, cannot self-cleave; scale: DMSO 0, 5 µM enzyme 100; activation, % at 8.5 µM; 330,000 compounds, 0.093% hits;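 active = percent activation above the screen-wide mean plus 3 SD, cut at about 25% in these data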
# Target sequence (P55210 whole entry D23A/D198A/D206A): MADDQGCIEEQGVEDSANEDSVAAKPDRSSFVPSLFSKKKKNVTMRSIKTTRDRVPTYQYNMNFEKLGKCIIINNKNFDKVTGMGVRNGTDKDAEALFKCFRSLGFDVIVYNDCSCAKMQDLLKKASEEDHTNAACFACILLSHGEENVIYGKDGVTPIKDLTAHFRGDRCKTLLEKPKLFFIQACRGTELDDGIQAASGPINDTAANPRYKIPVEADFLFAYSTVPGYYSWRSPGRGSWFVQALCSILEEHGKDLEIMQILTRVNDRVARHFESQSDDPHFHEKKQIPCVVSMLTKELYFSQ
#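 Assay system: Uncleavable procaspase-7 mutant enzyme; Input: 2 µM procaspase-7 mutant as dispensed; Also added: DEVD-pNA substrate; Medium: Zinc-free HEPES pH 7.4 with 300 mM NaCl, 0.01% Triton X-100; Timing: 1 h compound preincubation, 2 h substrate cleavage, 25 °C; Measured by: Epi-absorbance of released pNA at 405 nm, two timepoints.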
# CR mimetic SO: lowers age-related superoxide in aged yeast cells; S. cerevisiae aged cells, superoxide DHE fluorescence; active compounds read low; superoxide response (% of plate mean), % at 10 µM; 330,000 compounds, 0.18% hits; AID 2690;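 active = superoxide response under a set limit, about three screen SD below normal, cut at about 65% in these data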;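 note: yeast aged for seven days with compound at 30 °C before DHE staining; 100% = average MFI of all compound-treated wells on the plate with controls excluded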
# LAP4 TOR yeast: modulators of TOR pathway LAP4-GFP in S. cerevisiae. 320,000 compounds, 0.34% hits. GFP response vs DMSO, % at 10 µM. S. cerevisiae LAP4-GFP multiplex, flow cytometry GFP, 3 h; median GFP as percent of DMSO wells;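 active = GFP response vs DMSO above a set limit, about the screen mean plus 3 SD, cut at about 150% in these data; inconclusive = under 70 cell events counted for the yeast strain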
# RPL19A-GFP yeast: modulators of TOR pathway RPL19A-GFP in S. cerevisiae. S. cerevisiae RPL19A-GFP strain, flow cytometry, 3 h; active compounds read low. percent response vs DMSO, % at 10 µM. 330,000 compounds, 0.3% hits. AID 2025;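 active = percent response vs DMSO below 50%; inconclusive = fewer than 70 events counted for the yeast strain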;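 note: median channel GFP fluorescence of the barcoded RPL19A-GFP strain; ratio of sample median GFP to plate DMSO average so 100% = DMSO; lower means less RPL19A-GFP as with rapamycin TOR inhibition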
# Starred values were filed as active, the others as inactive; ? = inconclusive; . = not tested or not shown; & = joins results of further samples.
SMILES,proCasp3 act,MEP2-GFP yeast,AHR act,GASC-1 inh,procasp7 counter,CR mimetic SO,LAP4 TOR yeast,RPL19A-GFP yeast
CCNC(=O)O/N=C(\C)c1sc(-c2ccccc2)nc1C,3.1,100.2,-8.6,-1.2,1.9,88.8,95.4,91.1
CCN1CCN(c2nc(-c3ccc(F)cc3)cc(=O)[nH]2)CC1,10.8,94.6,18.1,5.6,2.9,91.4,86.3,93.2
CCCOc1ccccc1NC(=O)c1c(-c2ccccc2)noc1C,4.4,104.1,6.2,-0.8,8.8,97.1,108.5,100.5
COc1ccc(-n2c(C)cc(/C=C3\SC(=S)N(Cc4ccco4)C3=O)c2C)cc1,2.4,143.0,0.6,1.2,7.3,91.9,139.6,110.2
Cc1ccc(S(=O)(=O)NC2CCCCC2)cc1C(=O)N1CCC(C(N)=O)CC1,7.5,103.0,-0.4,4.5,-3.4,92.7,104.6,104.0
Cc1ccc(S(=O)(=O)NCC(=O)OCC(=O)c2c(N)n(C)c(=O)n(C)c2=O)cc1,0.0,104.6,-0.8,-7.6,10.1,108.5,101.6,98.5
CC(C)CCN(CCC(C)C)C/C(O)=C(\C#N)c1nc(-c2ccccc2)cs1,7.5,111.5,3.2,-2.2,-2.1,92.1,104.7,98.0
COCCNC(=O)c1cc2cc(Br)cc(OC)c2oc1=O,4.8,95.5,4.1,-1.0,-1.7,86.8,91.7,91.7
COc1ccc(C)cc1S(=O)(=O)n1cnc2ccccc21,-0.1,94.0,0.5,5.6,-4.7,102.4,93.6,95.1
CCCC1=C(C(=O)OCC)C(c2c(C)nn(-c3ccccc3)c2Cl)C(C#N)=C(N)O1 (stereo not drawn),6.2,99.9,2.5,-11.5,3.4,98.9,100.5,98.1
Cc1cc(C)nc(N/C(=N\S(=O)(=O)Cc2ccccc2)Nc2cccc(Cl)c2C)n1,7.2,103.7,1.5,0.9,15.6,90.5,81.9,103.0
CSc1ccccc1-c1nnc(-c2ccc(Cl)cc2)o1,-0.6,96.8,52.9*,5.3,4.9,100.2,88.0,97.1
CCCCCC1CC(=O)N(Cc2ccccc2)C(=O)N1 (stereo not drawn),5.2,100.9,4.0,31.4,9.2,91.2,104.3,97.6
O=C(NC1CCc2ccccc21)c1cc(COc2ccc(F)cc2Cl)on1 (stereo not drawn),-1.0,127.1,2.0,-6.0,4.1,111.1,117.2,95.8
Cn1c(N)c(C(=O)COC(=O)[C@H](Cc2ccccc2)N2C(=O)c3ccccc3C2=O)c(=O)n(C)c1=O,-0.2,101.1,57.6*,-8.6,-2.4,108.1,96.4,100.0
CCOCCCNC(=S)N1CCCN(c2nc3cc(C)c(C)cc3cc2C#N)CC1,-10.6,95.2,6.4,-7.8,-20.7,104.3,117.0,102.3
Cc1ccc(S(=O)(=O)N2CCC(NC(=O)c3ccccc3)CC2)cc1,11.8,105.4,0.6,0.6,4.4,117.7,89.1,102.7
CC(C)CC1COC(=O)N1 (stereo not drawn),10.8,105.9,0.0,3.4,-0.2,93.5,110.3,114.9
CCCCNC(=O)C1CC(=O)N(CCC(C)C)C1 (stereo not drawn),-1.4,95.6,-0.9,-2.5,7.7,83.4,101.5,99.6
CCCc1ncc(C(O)c2cccc3ccccc23)n1C (stereo not drawn),4.7,98.8,-1.7,0.7,9.8,82.6,98.5,96.0
CCc1ccc(/C=N/n2c(COc3ccccc3)n[nH]c2=S)cc1,-9.1,116.7,1.0,2.6,0.5,117.1,101.3,104.8
N#Cc1c(Nc2ccccc2Cl)s[nH]c1=O,-7.5,107.1,-2.8,-3.7,-3.3,99.5,138.3,97.6
CCCN(CC1CC1)C(=O)CSc1nnc(-c2cc(-c3cccs3)nc3ccccc23)o1,-0.4,100.9,2.7,9.9,7.0,103.0,100.3,95.2
CC1(C)C(Cl)C(=O)C(C(=O)c2ccccc2)C(=O)C1Cl (stereo not drawn),-4.8,97.5,1.9,-2.3,-9.6,104.6,84.3,95.6
CN(/N=C/Cc1nnnn1-c1ccc(Cl)cc1)c1ccccc1,3.7,96.6,21.4,-2.3,-12.5,91.4,113.7,97.3
# The list continues.
SMILES,proCasp3 act,MEP2-GFP yeast,AHR act,GASC-1 inh,procasp7 counter,CR mimetic SO,LAP4 TOR yeast,RPL19A-GFP yeast
O=C(CCc1ccccc1)NC(=S)Nc1ccccc1[N+](=O)[O-],-5.2,99.7,1.3,19.2,6.8,119.8,107.4,103.5
Cc1ccc(N(CC(=O)NCc2ccccc2)S(=O)(=O)c2c(C)noc2C)cc1,-6.1,89.4,2.3,-0.2,2.5,99.2,99.6,94.3
Cn1c(=O)oc2cc(S(=O)(=O)NCCN3CCN(c4ccccc4)CC3)ccc21,-0.2,?,0.0,-5.7,-1.1,84.2,?,?
CN(C)c1ccc(S(=O)(=O)N2CCC(Cc3ccccc3)CC2)cn1,-1.0,100.1,0.3,-0.2,-5.5,94.1,107.8,97.5
Nc1cc(-c2cccc(Br)c2)nn1Cc1ccccc1,-4.5,89.4,8.0,-3.4,-3.1,105.5,103.6,97.8
CCN1CCN(c2ccc(N=Cc3ccccc3O)cc2)CC1,-7.3,100.8,1.0,1.4,-1.2,95.0,87.8,98.3
COCc1ccc(CN2CCCC(CO)(Cc3ccccc3C)C2)o1 (stereo not drawn),-6.1,100.6,-1.1,-16.3,7.1,95.8,106.3,104.4
CC1CCCCN1S(=O)(=O)c1ccc(S(=O)(=O)N2CCN(c3ccccc3)CC2)cc1 (stereo not drawn),6.1,100.2,-1.5,-1.4,8.3,92.3,97.8,95.2
CCN1CCN(CCCNC(=O)c2ccc3c(=O)n(CCc4ccccc4)c(=O)[nH]c3c2)CC1,1.9,106.9,-0.8,-15.9,-6.5,100.1,92.1,98.3
CCc1ccc(N2CC(C(=O)OCC(=O)Nc3ccc(C#N)cc3)CC2=O)cc1 (stereo not drawn),3.1,106.3,2.4,6.5,0.1,86.8,95.9,97.8
CCOCCOC(=O)c1[nH]c2c(c1C)C(=O)CC(c1ccc(N(C)C)cc1)C2 (stereo not drawn),7.3,106.4,8.4,0.0,5.1,102.8,106.2,106.5
Cc1noc(C)c1CCC(=O)N1CCCC(N2CCN(c3ccc(F)cc3)CC2)C1 (stereo not drawn),7.4,98.0,-2.3,-0.3,0.3,102.1,103.4,93.3
COC(=O)C1=C(CSc2nc3ccccc3s2)NC(=O)NC1c1ccc(F)cc1 (stereo not drawn),-11.6,94.3,43.6,-0.4,2.9,101.5,93.5,105.9
Cc1ccc2nc(/C(C#N)=C\c3cc(C)n(-c4cccc([N+](=O)[O-])c4)c3C)[nH]c2c1,0.1,107.3,58.5*,-0.2,-2.7,95.9,107.3,97.7
Cc1ccccc1NC(=S)NCCc1c[nH]c2ccccc12,0.6,104.9,21.8,-2.6,6.6,95.3,95.8,103.7
Cc1ccc(-n2c(N)c(-c3nc4ccccc4n3C)sc2=S)cc1,-11.2,89.3,13.9,-6.0,-8.8,96.4,87.3,95.7
COc1cc(C)c(NC(=O)Cc2ccsc2)cc1OC,3.2,105.6,6.8,4.1,-7.6,101.5,96.3,104.8
CC(C)CC(O)C1CCN(C(=O)CCc2nnc(-c3ccc4c(c3)OCO4)o2)CC1 (stereo not drawn),.,104.5,.,-3.2,.,98.3,75.4,114.9
O=C(NNc1c2ccccc2nc2ccccc12)c1cccc(O)c1,-8.8,94.7,32.2,4.6,-6.8,99.0,90.4,98.4
CC(C)c1cccc(O)c(=O)c1,-1.5,100.0,1.2,-4.8,-6.8,105.8,115.3,91.6
O=C(Nc1ccccn1)c1ccc(Cl)c(S(=O)(=O)N2CCOCC2)c1,-2.2,92.8,6.8,-15.0,4.7,104.8,89.6,96.9
Cc1cc(NC(=O)c2cc(C)on2)n(-c2ccccc2)n1,3.2,103.2,-2.1,2.1,-10.3,107.0,100.3,101.1
O=C(CCS(=O)(=O)c1cc2c(cc1Cl)NC(=O)CO2)NCc1ccc(F)cc1,13.5,103.3,-1.8,5.8,1.8,97.2,96.5,101.6
O=c1/c(=C/c2ccco2)sc2n1CN(c1ccccc1)CN=2,4.2,102.8,4.4,1.3,4.4,99.4,107.8,105.3
COC(=O)c1c(-c2ccccc2)csc1NC(=O)C1CC=CCC1C(=O)O (stereo not drawn),0.9,99.1,-2.2,-4.4,-6.5,105.7,98.6,92.7

# One compound at a time, as listed above. Order of values: proCasp3 act	MEP2-GFP yeast	AHR act	GASC-1 inh	procasp7 counter	CR mimetic SO	LAP4 TOR yeast	RPL19A-GFP yeast
# Cc1noc(C)c1CCC(=O)N1CCCC(N2CCN(c3ccc(F)cc3)CC2)C1 (stereo not drawn) is entered as 7.4	98.0	-2.3	-0.3	0.3	102.1	103.4	93.3
# Nc1cc(-c2cccc(Br)c2)nn1Cc1ccccc1 is entered as -4.5	89.4	8.0	-3.4	-3.1	105.5	103.6	97.8

# New compounds follow
SMILES,proCasp3 act,MEP2-GFP yeast,AHR act,GASC-1 inh,procasp7 counter,CR mimetic SO,LAP4 TOR yeast,RPL19A-GFP yeast
CCO[C@H]1OC(C(=O)N2CCCCCCC2)=C[C@@H](c2coc3ccccc3c2=O)[C@@H]1CCCO,1.1,95.7,13.8,2.6,8.3,92.8,91.5,99.1
O=C(O)CC/C(=N/NC(=O)c1cccs1)c1ccccc1,4.8,100.8,18.1,-2.3,13.0,75.3,93.4,102.9
Cc1ccc(CNC(=O)CC2Sc3ccccc3NC2=O)cc1 (stereo not drawn),1.2,110.2,4.0,-6.0,8.9,98.3,98.8,102.9
O=C(Nc1cccc2ccccc12)N(CCO)C1CCS(=O)(=O)C1 (stereo not drawn),-2.5,97.9,12.0,-13.4,-3.2,99.5,95.8,99.1
Cc1cccc2cc(CN(Cc3nnnn3Cc3ccco3)C3CCCC3)c3nnnn3c12,-3.1,97.2,4.2,-2.1&6.9,-1.2,105.5,105.3,98.7
COc1ccc(OCC(O)CN2CCN(CC(O)COc3ccc(OC)cc3)CC2)cc1 (stereo not drawn),.,100.2,.,-3.8,.,100.3,91.9,103.6
O=C(O)CCCC(=O)Nc1ccc(Cl)cc1,-0.7,105.0,-1.7,15.1,-4.2,102.2,90.2,89.5
O=C(CCNC(=O)c1ccc([N+](=O)[O-])cc1)NCCC1=CCCCC1,1.8,107.9,1.0,5.1,0.7,124.3,107.0,98.1
C=CCNc1cc(=O)n(Cc2ccccc2)c(=O)[nH]1,-2.5,105.9,-0.1,?,-3.4,95.4,102.8,101.3
O=C(/C=C/c1ccco1)N(Cc1ccccc1F)C1CCS(=O)(=O)C1 (stereo not drawn),-2.9,108.9,-2.5,8.8,-5.5,101.2,92.1,106.3
O=C1CCC([N+](=O)[O-])C(c2cccc([N+](=O)[O-])c2)N1 (stereo not drawn),0.4,96.6,6.2,2.3,-1.7,121.2,95.5,96.5
Cc1cc(-c2ccccc2)nc(N2CCC(C(=O)NC34CC5CC(CC(C5)C3)C4)CC2)n1,7.2,101.1,2.6,4.0,-3.1,109.2,106.8,105.9
COc1ccccc1C(=O)NC1CCN(C(=O)Nc2ccc(C)cc2)CC1,6.9,102.9,1.7,7.7,6.5,103.3,89.1,100.0
CC(=O)C1=C(NC(=O)c2ccc(F)cc2)CC2C1C2(C)C (stereo not drawn),2.8,103.2,7.9,2.5,-4.4,102.5,92.7,106.1
